Source: PubChem
Tau fluor cs = counter-screen for tau fibril formation inhibitors; tau K18 P301L (four-repeat tau fragment) Alexa594 fluorescence, heparin fibrillization; Potency, µM (highest dose often 57.7 µM), for inactives: at the highest dose activity change, negative = decrease; 280,000 compounds, 0.93% hits; AID 1463; note: potency is the fitted concentration of half-maximal effect; % is set by controls: 0 for no effect and ±100 for the full control effect; nearly all actives have a fitted effect of over 55% in size
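Human K18 P301L tau (15 uM unlabeled plus 0.24 uM Alexa 594-labeled, final) in 100 mM sodium acetate pH 7 was mixed with compound and 20 uM heparin and incubated 6 hr at 37 C.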
aGal spleen mod = inhibitors or activators of human alpha-galactosidase in spleen homogenate. Potency, µM (series often up to 80 µM), for inactives: at the highest dose activity change, negative = inhibition, most hits filed as inhibitors. 240,000 compounds, 0.008% hits. AID 2107. human spleen homogenate, 4MU-alpha-Gal fluorescence, 40 min;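 note: potency is the fitted concentration of half-maximal effect; 0% = enzyme with vehicle and -100% = no enzyme basal signal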
Target sequence (P06280 32-429 limits assumed): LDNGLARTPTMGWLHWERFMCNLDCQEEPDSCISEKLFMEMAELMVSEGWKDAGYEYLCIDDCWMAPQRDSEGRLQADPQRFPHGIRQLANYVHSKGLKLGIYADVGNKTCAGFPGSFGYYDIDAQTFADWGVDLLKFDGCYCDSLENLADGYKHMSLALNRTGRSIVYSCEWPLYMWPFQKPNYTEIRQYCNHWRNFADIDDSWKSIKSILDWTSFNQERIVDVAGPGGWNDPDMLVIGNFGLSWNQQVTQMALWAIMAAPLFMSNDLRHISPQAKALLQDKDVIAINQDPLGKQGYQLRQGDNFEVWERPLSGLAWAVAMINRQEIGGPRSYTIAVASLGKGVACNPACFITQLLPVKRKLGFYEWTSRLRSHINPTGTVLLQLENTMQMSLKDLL
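Human spleen homogenate (1 ug) was the enzyme source, with 4-methylumbelliferyl-alpha-D-galactopyranoside (1 mM final) in pH 5.0 citrate buffer with 0.01% Tween-20. Compounds were titrated; after 40 min at 37C, NaOH/glycine stop, 4-MU fluorescence read; AC50 from Hill fits.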
Tau FP inhib = tau fibrillization inhibition (FP); P10636; K18 P301L tau heparin fibrillization, Alexa594 FP, 6 h; Potency, µM (top dose mostly 57.7 µM), inactives show top-dose activity, negative = inhibition, usual class: inhibitors; 280,000 compounds, 0.39% hits; AID 1468; note: potency is the fitted concentration of half-maximal effect; % is set by controls: 0 for no effect and ±100 for the full control effect; nearly all actives have a fitted effect of over 55% in size
Target sequence (P10636 561-689 P618L limits assumed): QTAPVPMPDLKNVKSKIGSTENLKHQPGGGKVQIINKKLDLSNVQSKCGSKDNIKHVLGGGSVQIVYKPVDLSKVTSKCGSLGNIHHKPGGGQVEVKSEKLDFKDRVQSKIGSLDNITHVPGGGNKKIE
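Steps: dispense K18 P301L tau (15 uM plus 0.24 uM Alexa 594 tracer, final) in pH 7 sodium acetate; add compound; add heparin (20 uM final); incubate 6 hr, 37 C; add ThT (30 uM final); after 1 hr ambient, read FP.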
CBFb-RUNX1 inh = CBF-beta/RUNX1 interaction disruption | Q01196+Q13951 | AlphaScreen CBFb-His/RUNX1-biotin binding, biochemical | 230,000 tested, under 10 active | Potency, µM (titrated, usually from 59.8 µM), for inactives: at the top dose activity, negative = inhibition, usual class: inhibitors; note: % of control where 0% means no effect
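AlphaScreen binding: CBFb-His and RUNX1-biotin (30 nM each) preincubated 20 min, compound added for 15 min, then nickel and streptavidin beads for 90 min, all at room temperature. Disruption of the interaction by any mechanism counts as activity.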
TexasRed fluor = counter-screen for TRb-SRC2 inhibitors: fluorescence interference; TRb/SRC2 Texas Red total fluorescence interference; Potency, µM (doses to about 106 µM), for inactives: at the highest dose fluorescence change, negative = quenching; 280,000 compounds, 0.29% hits; AID 1479; active = well fitted curve in either direction with a large enough effect; inconclusive = small, poorly fitted or top-dose-only effect; note: potency is the fitted concentration of half-maximal effect; % is set by controls: 0 for no effect and ±100 for the full control effect
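Flags fluorescent or light-absorbing compounds by total fluorescence, S + 2P, at 555 nm excitation and 632 nm emission. Mixture: 20 nM Texas Red SRC2 peptide, 0.6 uM human TRb LBD, 1 uM T3, 5% DMSO; compound exposure 5 h at ambient temperature.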
Epigenetic reg = derepresses silenced GFP reporter in murine cells. murine LDR cells, GFP reporter derepression, 30 h. Potency, µM (series often up to 53.9 µM), without a hit: top-dose GFP activation, most hits filed as activators. 280,000 compounds, 0.2% hits; note: potency is the fitted concentration of half-maximal effect; % of control where 0% means no effect; nearly all actives have a fitted effect of over 60% in size
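In this reporter-derepression format, murine cells bearing a silenced integrated CMV-GFP locus incubate with test compound (30 h, 37 C), then are washed and imaged; fluorescent objects of 20–120 um count as induced cells.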
NPSR antagonist = neuropeptide S receptor (human) antagonism, cAMP; Potency, µM (series often up to 38.3 µM), inactives show top-dose activity change, negative = inhibition, hits mostly inhibitors; 220,000 compounds, 1% hits; Q6W5P4; CHO-NPSR cells, cAMP TR-FRET, antagonist mode; note: potency is the fitted concentration of half-maximal effect; % is set by controls: 0 for no effect and ±100 for the full control effect; nearly all actives have a fitted effect of over 50% in size; many of its hits are not listed in these tables
Target sequence (Q6W5P4 whole entry, looked up): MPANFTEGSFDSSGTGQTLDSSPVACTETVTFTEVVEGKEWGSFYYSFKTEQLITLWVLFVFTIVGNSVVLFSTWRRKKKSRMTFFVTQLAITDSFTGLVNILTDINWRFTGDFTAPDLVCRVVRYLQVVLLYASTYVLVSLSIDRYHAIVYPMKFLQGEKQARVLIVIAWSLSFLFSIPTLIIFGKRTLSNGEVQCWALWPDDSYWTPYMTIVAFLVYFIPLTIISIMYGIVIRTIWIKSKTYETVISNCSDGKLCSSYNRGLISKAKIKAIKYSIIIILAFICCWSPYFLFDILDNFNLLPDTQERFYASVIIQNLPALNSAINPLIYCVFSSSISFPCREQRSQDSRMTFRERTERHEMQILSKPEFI
TRb-SRC2 inh = disrupts binding of human TR beta to SRC2; P10828; TRbeta-SRC2 peptide binding, fluorescence polarization; receptor liganded with 1 µM T3; Potency, µM (titrated, usually from 106 µM), for inactives: at the highest dose activity change, negative = inhibition, usual class: inhibitors; 280,000 compounds, 0.065% hits; AID 1469;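 note: potency is the fitted concentration of half-maximal effect; plate controls were bound peptide for no effect and peptide without receptor for full effect; nearly all actives have a fitted effect of over 50% in size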
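Fluorescence polarization of 20 nM Texas Red SRC2 peptide (20-aa NR interaction domain) bound to 0.6 uM human TRb ligand-binding domain, with 1 uM T3, after 5 hr at ambient temperature; inhibition seen as decreased polarization.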
* marks the source's active call; other numbers are inactive results; ? = inconclusive; / = not tested or not shown; [ ] = dose if it differs, or a comment. Unless noted, calls come from the whole dose curve; as a rule, active = well fitted curve in the direction sought with a large enough effect; inconclusive = small, poorly fitted or top-dose-only effect, or another doubt; inactive = no such curve, though single readings can be large; an effect the other way counts as inactive or inconclusive. Only part of the results is shown. The share of hits here may be higher or lower than overall.

1) Cc1c(NC(=O)Nc2ccc(Cl)cc2Cl)c(=O)n(-c2ccccc2)n1C
2) COc1ccc(CNC(=O)CCCn2nc(C)n3c(cc4sccc43)c2=O)cc1
3) Cn1c(N)c(C(=O)CSc2nc3ccccc3[nH]2)c(=O)n(C)c1=O
4) CCN1CCN(CCNC(=O)c2ccc(/C=C3/Sc4ccccc4N(Cc4cccc(C)c4)C3=O)cc2)CC1
5) CCOc1ccc(-c2cc(C(=O)N3CCN(c4cc(Cl)ccc4C)CC3)c3ccccc3n2)cc1

Compound	1	2	3	4	5
TexasRed fluor	3%	-1%	-1%	-4%	-1%
TRb-SRC2 inh	-1%	4%	14%	1%	-3%
aGal spleen mod	4%	/	14%	0%	/
NPSR antagonist	14%	/	2%	-52%	/
Tau fluor cs	3%	-10%	6%	-14%	13%
Tau FP inhib	9%	-9%	2%	?	0%
Epigenetic reg	-0.4%	2.4%	0.2%	4.9%	1.8%
CBFb-RUNX1 inh	12%	/	14%	-11%	/

6) OC(CC1CC12c1ccccc1-c1ncccc12)(c1ccccc1)c1ccccc1 (stereo unspecified)
7) CCCn1nc(C(=O)Oc2ccc3c(C)cc(=O)oc3c2)c2ccccc2c1=O
8) CCOC(=O)C1(C(F)(F)F)N=C(C(F)(F)F)Nc2cc(C)c(C)cc21 (stereo unspecified)
9) COc1ccc(CN2CCC(=O)NC2=O)cc1
10) Cc1csc(=Nc2ccccc2)n1CCCN1CCCC1=O

Compound	6	7	8	9	10
TexasRed fluor	-1%	1%	-3%	-1%	-5%
TRb-SRC2 inh	4%	-1%	1%	0%	2%
aGal spleen mod	3%	7%	5%	-5%	2%
NPSR antagonist	?	-3%	-11%	-3%[46.1 µM]	-8%
Tau fluor cs	-27%	0%	-5%	-2%	6%
Tau FP inhib	-8%	5%	-14%	1%	3%
Epigenetic reg	-4.3%	2.3%	-2.5%	0.0%	0.0%
CBFb-RUNX1 inh	-7%	-3%	9%	8%	8%

11) Cc1ccc2[nH]c3c(c2c1)SC(C)(C)CC3=O
12) Cc1ncn(C23CC4CC(CC(C4)C2)C3)n1
13) O=C(Nc1ccc(NC(=O)c2cccs2)cc1Cl)c1ccco1
14) Cc1cc(C(=O)NCc2ccccc2Cl)c2c(C)nn(-c3ccccc3)c2n1
15) CCCCn1c(C(C)O)nc2ccccc21 (stereo unspecified)

Compound	11	12	13	14	15
TexasRed fluor	-4%	3%	-1%	0%	-3%
TRb-SRC2 inh	0%	8%	2%	-3%	-2%
aGal spleen mod	3%	3%	-19%	/	1%
NPSR antagonist	-21%	15%	-18%	/	10%[46.1 µM]
Tau fluor cs	-15%	-5%	-19%	-27%	1%
Tau FP inhib	5%	1%	-11%	-13%	-1%
Epigenetic reg	-4.2%	0.3%	9.4%	0.0%	0.9%
CBFb-RUNX1 inh	30%	-1%	0%	/	8%

16) COc1ccc(-c2cc(C(F)(F)F)nc(SCC(=O)NCc3ccc(Cl)cc3)n2)cc1
17) COc1cc(NC(=O)c2ccccc2Cl)c(OC)cc1NC(=O)CN1CCOCC1
18) CCOC(=O)CC1C(=O)NCCN1S(=O)(=O)c1ccc(Br)cc1 (stereo unspecified)
19) Cc1ccc2c(c1)NC(=O)c1cccc([N+](=O)[O-])c1CO2
20) CCOC(=O)C1CCN(S(=O)(=O)c2ccc(NC(=O)OC)cc2)CC1

Compound	16	17	18	19	20
TexasRed fluor	-32%	3%	-1%	-2%	1%
TRb-SRC2 inh	-2%	-1%	6%	0%	-5%
aGal spleen mod	/	-5%	-1%	-4%	23%
NPSR antagonist	/	-23%[46.1 µM]	17%	2%	-7%[46.1 µM]
Tau fluor cs	-9%	-11%	5%	0%	8%
Tau FP inhib	?	11%	-1%	1%	9%
Epigenetic reg	1.9%	-6.1%	-1.2%	3.2%	0.9%
CBFb-RUNX1 inh	/	1%	1%	9%	-1%

21) CCCCCC(=O)NC(=S)NNC(=O)CC
22) COc1ccc(OC)c(-n2nnnc2SCC(=O)Nc2ccc(C(=O)N3CCCCC3)cc2)c1
23) O=c1cc(NC2CCCCC2)c2ccccc2o1
24) CSc1nc2sc3c(c2c(=O)n1-c1ccc(F)c(Cl)c1)CCN(C(C)=O)C3
25) CCCC(=O)NC(c1ccc(N(C)C)cc1)c1c(O)ccc2ccccc12 (stereo unspecified)

Compound	21	22	23	24	25
TexasRed fluor	-1%	-1%	1%	-3%	-1%
TRb-SRC2 inh	-1%	-5%	-3%	-9%	-6%
aGal spleen mod	2%	18%	-10%	/	0%
NPSR antagonist	-16%[46.1 µM]	-17%[46.1 µM]	-10%[46.1 µM]	/	-30%
Tau fluor cs	-9%	-17%	-7%	-12%	?
Tau FP inhib	-3%	5%	-8%	-4%	8%
Epigenetic reg	3.8%	-1.0%	-2.0%	1.4%	13%
CBFb-RUNX1 inh	6%	-2%	7%	/	0%

26) Cc1ccc(NC(=O)CSc2nc(N)cc(N)n2)cc1S(=O)(=O)N1CCOCC1
27) Cc1cc2c(cc1S(=O)(=O)NCc1ccc(F)cc1)OCC(=O)N2
28) CCOC(=O)C1C(=O)Nc2nc(C)nn2C1c1ccccc1 (stereo unspecified)
29) Cn1c2c(c(=O)n(C)c1=O)C(c1cc3c(cc1Br)OCO3)CC(=O)N2 (stereo unspecified)
30) Cc1ccc2nc(SCC(=O)N(CC(C)C)c3c(N)n(CC(C)C)c(=O)[nH]c3=O)[nH]c2c1

Compound	26	27	28	29	30
TexasRed fluor	-7%	-5%	-5%	1%	-6%
TRb-SRC2 inh	-7%	-6%	4%	-20%	0%
aGal spleen mod	-11%	/	-7%	0%	7%
NPSR antagonist	-10%	/	-8%[46.1 µM]	-5%[46.1 µM]	1%[46.1 µM]
Tau fluor cs	-10%	-18%	-7%	11%	-5%
Tau FP inhib	-6%	7%	3%	0%	7%
Epigenetic reg	-0.1%	1.1%	3.3%	-0.8%	0.0%
CBFb-RUNX1 inh	9%	/	-18%	27%	-4%

31) CCCNc1cc(C)c(C#N)c2nc3ccccc3n12
32) CCN(C=NC1=NN(c2cccc(C(F)(F)F)c2)CC1)CC
33) O=C1CN(C(=O)Cc2ccccc2)C(c2ccc(F)cc2)c2cc(Br)ccc2N1 (stereo unspecified)
34) O=C1Cc2ccccc2C(=O)N1OCc1ccc(Cl)cc1
35) Cn1c(N=Nc2ccc(N3CCOCC3)cc2)[n+](C)c2ccccc21

Compound	31	32	33	34	35
TexasRed fluor	-1%	-4%	-1%	0%	-2%
TRb-SRC2 inh	-11%	4%	-2%	7%	-7%
aGal spleen mod	8%	5%	/	-5%	7%
NPSR antagonist	-41%	-25%	/	-15%	7.9µM*
Tau fluor cs	2%	-23%	-9%	-6%	4µM*[quencher]
Tau FP inhib	4%	5%	6%	6%	14µM*
Epigenetic reg	-0.1%	0.0%	0.4%	-0.5%	0.0%
CBFb-RUNX1 inh	-2%	5%	/	18%	4%

In the list so far, 6 have an aryl thioether with sulfur outside any ring:
3) Cn1c(N)c(C(=O)CSc2nc3ccccc3[nH]2)c(=O)n(C)c1=O
16) COc1ccc(-c2cc(C(F)(F)F)nc(SCC(=O)NCc3ccc(Cl)cc3)n2)cc1
22) COc1ccc(OC)c(-n2nnnc2SCC(=O)Nc2ccc(C(=O)N3CCCCC3)cc2)c1
24) CSc1nc2sc3c(c2c(=O)n1-c1ccc(F)c(Cl)c1)CCN(C(C)=O)C3
26) Cc1ccc(NC(=O)CSc2nc(N)cc(N)n2)cc1S(=O)(=O)N1CCOCC1
30) Cc1ccc2nc(SCC(=O)N(CC(C)C)c3c(N)n(CC(C)C)c(=O)[nH]c3=O)[nH]c2c1

Compound	3	16	22	24	26	30
TexasRed fluor	-1%	-32%	-1%	-3%	-7%	-6%
TRb-SRC2 inh	14%	-2%	-5%	-9%	-7%	0%
aGal spleen mod	14%	/	18%	/	-11%	7%
NPSR antagonist	2%	/	-17%[46.1 µM]	/	-10%	1%[46.1 µM]
Tau fluor cs	6%	-9%	-17%	-12%	-10%	-5%
Tau FP inhib	2%	?	5%	-4%	-6%	7%
Epigenetic reg	0.2%	1.9%	-1.0%	1.4%	-0.1%	0.0%
CBFb-RUNX1 inh	14%	/	-2%	/	9%	-4%

(cont.)
36) NC(=O)N/N=C/c1cn(-c2ccccc2)nc1-c1cccnc1
37) COc1ccc(Cn2c(C)ccc2C)cc1
38) N#CC1=C(N)Oc2n[nH]c(-c3cccs3)c2C1C1CCCCC1 (stereo unspecified)
39) COc1cccc(C(=O)Nc2ccc(-n3nncc3-c3ccc(Br)cc3)cc2)c1OC
40) Cc1cccc(/C=N/n2c(C)cc(C)c(C#N)c2=O)c1

Compound	36	37	38	39	40
TexasRed fluor	-1%	0%	2%	1%	3%
TRb-SRC2 inh	-11%	-16%	-25%	-4%	-1%
aGal spleen mod	4%	0%	0%	/	0%
NPSR antagonist	-5%	-18%[46.1 µM]	?	/	0%[46.1 µM]
Tau fluor cs	-5%	-18%	?	-12%	2%
Tau FP inhib	-1%	-11%	?	-7%	3%
Epigenetic reg	-1.3%	-5.1%	4.9%	1.6%	-2.0%
CBFb-RUNX1 inh	9%	-5%	-4%	/	-14%

41) O=c1[nH]c2cc3c(cc2cc1CN(Cc1cccnc1)C(=S)NCc1ccco1)OCO3
42) CCC(=O)OCC(=O)Nc1cc([N+](=O)[O-])ccc1OC
43) Cc1cc([N+](=O)[O-])ccc1NC(=O)/C=C/c1cccs1
44) CCCCOC(=O)c1cccc(NC(=O)CC)c1
45) CN(c1ccccc1)S(=O)(=O)c1cccc(C(=O)N2CCN(c3ccccn3)CC2)c1
46) O=C1c2ccsc2SCCN1Cc1ccc(Cl)cc1Cl

Compound	41	42	43	44	45	46
TexasRed fluor	0%	-2%	3%	-2%	-1%	-2%
TRb-SRC2 inh	3%	1%	6%	-10%	-4%	1%
aGal spleen mod	18%	5%	4%	0%	-3%	20%
NPSR antagonist	39%	6%	-8%	-4%[46.1 µM]	-29%[46.1 µM]	-10%[46.1 µM]
Tau fluor cs	-28%	-4%	-28%	0%	-3%	-14%
Tau FP inhib	?	-4%	-11%	-4%	6%	-2%
Epigenetic reg	0.0%	1.1%	1.0%	-2.0%	2.4%	-1.7%
CBFb-RUNX1 inh	9%	1%	-1%	9%	0%	6%
